GSTO1 inh: inhibitors of recombinant GSTO1, primary screen, counter-screen for RBBP9 inhibitor project, biochemical, fluorescence polarization; AID 1974, 2009; actives 1.1% (n = 300,000); Glutathione S-transferase omega-1 (Homo sapiens), P78417; activity-based probe fluorescence polarization; inhibition, % at 5.96 µM;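 active means inhibition above the campaign mean inhibition plus 3 SD, cut at about 35% in these data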;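 further: 0% = GSTO1-1 with DMSO and 100% = wells lacking GSTO1-1 enzyme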
LYPLA2 inh: LYPLA2 inhibitors, primary screen, counter-screen for PME1 inhibitor project, biochemical, fluorescence polarization, FP-Rh probe ABPP; recombinant LYPLA2; inhibition, % at 5.9 µM; actives 0.38% (n = 320,000); Acyl-protein thioesterase 2 (Homo sapiens), O95372;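 active means inhibition above the screen-wide mean plus 3 SD, limit set per campaign, cut at about 26% in these data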;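 further: 0% = LYPLA2 with DMSO and 100% = wells lacking LYPLA2 enzyme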
Target sequence (O95372 whole entry, looked up): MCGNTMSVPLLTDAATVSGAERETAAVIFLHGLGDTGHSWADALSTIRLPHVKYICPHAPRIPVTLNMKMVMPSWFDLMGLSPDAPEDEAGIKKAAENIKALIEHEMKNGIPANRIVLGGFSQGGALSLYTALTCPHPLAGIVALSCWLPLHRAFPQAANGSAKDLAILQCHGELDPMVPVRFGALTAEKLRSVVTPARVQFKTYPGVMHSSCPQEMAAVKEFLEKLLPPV
PAFAH1B3 FP inh: PAFAH1B3 enzyme inhibitors, primary screen, biochemical, fluorescence polarization, human | Platelet-activating factor acetylhydrolase IB subunit alpha1 (Homo sapiens), Q15102 | recombinant PAFAH1B3, FP-rhodamine probe | inhibition, % at 3.39 µM | actives 0.28% (n = 340,000) | AID 492972, 2010;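 active means inhibition above the screen-wide average of all tested compounds plus 3 SD, cut at about 25% in these data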;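 further: 0% = enzyme with DMSO only and 100% = wells lacking PAFAH1B3 protein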
Target sequence (Q15102 whole entry, looked up): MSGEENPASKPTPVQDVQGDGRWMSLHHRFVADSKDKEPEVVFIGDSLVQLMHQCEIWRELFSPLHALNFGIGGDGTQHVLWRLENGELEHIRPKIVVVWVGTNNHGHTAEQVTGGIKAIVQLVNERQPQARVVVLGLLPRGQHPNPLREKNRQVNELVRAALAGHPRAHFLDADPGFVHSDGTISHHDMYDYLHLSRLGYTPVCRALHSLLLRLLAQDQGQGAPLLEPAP
LYPLA1 counter: LYPLA1 inhibitors, primary screen, counter-screen for PME1 inhibitor project, biochemical, fluorescence polarization, FP-Rh probe ABPP. Acyl-protein thioesterase 1 (Homo sapiens), O75608. recombinant LYPLA1. inhibition, % at 5.9 µM. actives 0.16% (n = 320,000). AID 2174, 2009;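 active means inhibition above the mean of all tested compounds plus 3 SD, set per campaign, cut at about 14% in these data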;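 further: inhibitors block serine hydrolase probe labeling of LYPLA1 so polarization falls; 0% = enzyme with DMSO and 100% = wells lacking LYPLA1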
Target sequence (O75608 whole entry, looked up): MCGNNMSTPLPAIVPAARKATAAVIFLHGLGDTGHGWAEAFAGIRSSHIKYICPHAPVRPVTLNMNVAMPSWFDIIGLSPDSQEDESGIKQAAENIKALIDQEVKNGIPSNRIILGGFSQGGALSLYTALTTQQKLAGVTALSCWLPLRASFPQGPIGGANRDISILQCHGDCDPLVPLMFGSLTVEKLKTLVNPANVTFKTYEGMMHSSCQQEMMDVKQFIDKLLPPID
PME-1 primary: PME-1 inhibitors via competitive probe labeling, primary screen, biochemical, fluorescence polarization, FP-Rh probe, HTS. recombinant PME-1. actives 0.53% (n = 320,000). Protein phosphatase methylesterase 1 (Homo sapiens), Q9Y570. AID 2130, 2009. inhibition, % at 5.9 µM;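 active means inhibition above the campaign mean of all compounds plus 3 SD, cut at about 26% in these data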;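 further: competitive labeling of PME-1 active site by serine hydrolase directed probe; 0% = PME-1 with DMSO and 100% = wells lacking PME-1 enzyme; inhibitors block probe labeling so polarization falls and inhibition rises; many of its hits are not listed in these tables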
Target sequence (Q9Y570 whole entry, looked up): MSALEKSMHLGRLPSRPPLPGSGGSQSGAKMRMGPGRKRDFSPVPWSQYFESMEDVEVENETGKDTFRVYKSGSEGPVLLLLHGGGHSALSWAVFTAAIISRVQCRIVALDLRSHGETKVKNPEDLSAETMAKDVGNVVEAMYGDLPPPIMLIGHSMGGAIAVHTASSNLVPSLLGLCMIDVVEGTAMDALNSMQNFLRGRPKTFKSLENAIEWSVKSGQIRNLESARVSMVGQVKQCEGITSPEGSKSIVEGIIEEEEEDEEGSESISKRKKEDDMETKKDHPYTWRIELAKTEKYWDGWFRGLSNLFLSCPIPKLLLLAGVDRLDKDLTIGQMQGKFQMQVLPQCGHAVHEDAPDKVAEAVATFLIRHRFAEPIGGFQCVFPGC
PAFAH1B2 inh: PAFAH1B2 enzyme inhibitors, primary screen, biochemical, fluorescence polarization, human | inhibition, % at 3.39 µM | actives 1.2% (n = 340,000) | AID 492953, 2010 | Platelet-activating factor acetylhydrolase IB subunit alpha2 (Homo sapiens), P68402 | recombinant PAFAH1B2, FP-rhodamine activity probe;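 active means inhibition above the mean of all tested compounds plus 3 SD, cut at about 24% in these data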;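 further: 0% = enzyme with DMSO and 100% = wells lacking PAFAH1B2; many of its hits are not listed in these tables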
PREPL inhibitor: PREPL enzyme inhibitors, primary screen, biochemical, fluorescence polarization; recombinant PREPL, fluorescence polarization activity-based probe; inhibition, % at 5.96 µM; actives 0.68% (n = 320,000); AID 2751, 2010; in the data active means inhibition above about 43%;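 further: 0% = enzyme with DMSO and 100% = wells lacking enzyme; many of its hits are not listed in these tables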
PAD4 FP inh: human PAD4 inhibitors, primary screen, biochemical, fluorescence polarization, 1536-well format; recombinant PAD4, RCA probe fluorescence polarization; AID 485272, 2010; actives 0.41% (n = 330,000); inhibition, % at 6.36 µM; Protein-arginine deiminase type-4 (Homo sapiens), Q9UM07;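 active means percent inhibition above a cutoff equal to the mean of all tested compounds plus 3 SD, cut at about 15% in these data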;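 further: 0% = PAD4 with RCA probe and DMSO and 100% = probe without PAD4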
pPAFAH inh: pPAFAH enzyme inhibitors, primary screen, biochemical, fluorescence polarization, human. recombinant pPAFAH, FP-rhodamine probe fluorescence polarization. AID 463082, 2010. Platelet-activating factor acetylhydrolase (Homo sapiens), Q13093. inhibition, % at 3.39 µM. actives 1.5% (n = 330,000);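 active means inhibition above the mean inhibition across the screen plus 3 SD, cut at about 25% in these data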;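 further: inhibitors block binding of the rhodamine activity-based probe so polarization drops; 0% = enzyme with DMSO and 100% = wells lacking pPAFAH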
Starred values were filed as active, the others as inactive; x = no result given. This is a subset (hit frequency here may not be typical).

SMILES	GSTO1 inh	LYPLA2 inh	PAFAH1B3 FP inh	LYPLA1 counter	PME-1 primary	PAFAH1B2 inh	PREPL inhibitor	PAD4 FP inh	pPAFAH inh
OC(COc1ccc(Br)cc1)CN1CCC(Cc2ccccc2)CC1 (configuration not stated)	4	14	7	4	-8	1	-8	4	-2
O=C(Cc1ccccc1)NCC(=O)OCC(=O)c1ccccc1Cl	-1	6	7	0	-6	1	14	-2	0
O=C1CCC([N+](=O)[O-])C(c2ccccc2F)N1 (configuration not stated)	3	-3	9	-1	-5	6	-3	3	2
Cc1nn(-c2ccc(F)cc2)c(C)c1NS(=O)(=O)c1ccc(Cl)cc1	-3	-3	-6	0	-6	5	-18	0	10
COc1ccc(NC(=O)Cn2c(=O)n(CC3CCCO3)c(=O)c3cc(OC)c(OC)cc32)cc1OC (configuration not stated)	10	-1	4	-1	-6	-4	7	-2	2
CN(C)C(/C=C/Nc1ccc(F)cc1F)=C(C#N)C#N	1	-2	14	-2	0	2	23	4	1
Cc1cc(Cl)ccc1OCc1nc(-c2ccc(O)cc2)n[nH]1	-8	-18	5	-10	-3	4	-2	-3	-10
COC(=O)Cn1c(=NC(=O)CSCC(=O)NC2CCCCC2)sc2cc(OC)ccc21	2	3	7	-2	6	-2	-4	0	1
O=C(NCCCN1CCCCC1)c1ccc2c(c1)NC(=O)c1ccccc1S2	4	5	4	1	-2	-3	18	1	1
Cc1cc(C)c(S(=O)(=O)N(C)CC(=O)NC2CCCC2)c(C)c1	0	5	6	1	-1	1	7	-2	5
O=C(O)C1CCC(N2C(=O)c3cccc([N+](=O)[O-])c3C2=O)CC1 (configuration not stated)	0	-2	2	1	-1	-1	-6	2	3
C[C@@H]1CN([C@H](C)CO)C(=O)Cc2cc(NS(=O)(=O)c3ccc(F)cc3)ccc2O[C@H]1CN(C)Cc1ccc(C(=O)O)cc1	x	x	4	x	x	3	16	6	14
CCOC(=O)CC(=O)CSc1nc2sc(C)cc2c(=O)n1Cc1ccco1	-84	3	4	0	9	6	8	-1	12
CCc1ccc(NC(=O)C2CCN(S(=O)(=O)c3cnc[nH]3)CC2)cc1	5	-3	5	0	5	4	-3	-7	5
Cc1ccsc1C1C(C#N)=C(N)OC2=C1C(=O)CCC2 (configuration not stated)	4	4	10	3	-1	5	3	-1	4
CCSc1ncc(/C=N/Nc2ccc([N+](=O)[O-])cc2)n1C	-1	-20	-1	-12	-2	-1	6	-3	8
CCN(C(=O)COC(=O)c1ccc(Cl)cc1N)C1CCCCC1	0	0	7	1	4	4	6	0	4
Cc1cccc(CS(=O)(=O)Cc2ccc(C(=O)NCC3CCCO3)o2)c1 (configuration not stated)	-5	-2	-1	-1	2	4	5	2	7
O=C(CN1C(=O)c2ccccc2C1=O)NCc1ccc(C(=O)O)cc1	4	6	2	-2	-4	1	10	2	-4
Cc1ccc(CN2CCSCC2)c(C)c1	2	-4	0	1	-2	-2	3	2	-2
COC(=O)[C@H](CCSC)NC(=O)Cn1ccc(N)nc1=O	x	3	3	1	-6	3	22	4	3
O=C(COC(=O)Cc1cccs1)Nc1ccc(OC(F)(F)F)cc1	-6	0	-7	-2	4	3	0	-2	18
O=C(CC1C(=O)NCCN1Cc1ccc(-c2ccccc2)cc1)NCCCn1cccn1 (configuration not stated)	-9	-11	-3	-5	0	3	20	4	4
NC(=O)/C(=C\c1ccccc1)NC(=O)c1ccc(NC(=O)c2ccccc2)cc1	-2	-7	1	-3	-3	2	-6	1	2
Cc1ccc(S(=O)(=O)N(C)C)cc1NC(=S)N1CCN(Cc2ccc3c(c2)OCO3)CC1	10	-1	6	1	3	4	18	-1	-2
Cc1cc2c(cc1S(=O)(=O)N(C)Cc1ccccc1)OCC(=O)N2	0	-2	5	-1	-5	4	0	0	1
Cc1cccc(N2C(=O)C3CCC(c4ccccc4)CC3C2=O)c1 (configuration not stated)	1	4	0	3	1	-2	-2	0	-3
COC(=O)c1cc(=O)n(Cc2ccc(OC)cc2)c(=NCc2ccc(OC)cc2)s1	1	-1	2	-1	1	2	-1	6	-2
CCc1cc2c(SC(C)C(=O)NC3CCCC3)ncnc2s1 (configuration not stated)	x	x	-1	x	x	7	6	-6	6
CCN(CC)CCCNc1nc(-n2nc(C)cc2C)nc2sc3c(c12)CC(C)(C)OC3	-6	8	1	2	0	6	24	0	-4
CCOC(=O)c1c(NC(=O)CNCCOC)sc2c1CCCC2	-4	1	8	1	-4	-3	6	0	8
COc1ccc(NC(=O)Nc2ccc(C(=O)N3CCOCC3)cc2)cc1	-3	4	5	4	-3	2	13	0	4
Cc1cc(C)n(CC(=O)N/N=C/c2c[nH]c3ccccc23)n1	0	0	8	1	8	4	3	-2	1
CC1Cc2ccccc2N1C(=O)c1ccc(Br)o1 (configuration not stated)	3	-1	3	-4	0	4	-3	2	2
Cc1ccc(-n2cnnn2)cc1Cl	5	-6	4	-1	-9	5	14	-8	1
CSc1nc2sc3c(c2c(=O)n1C1CCCCC1)CCN(C)C3	3	-3	5	0	-8	4	15	2	10
COc1cc(CC(=O)OCc2cccc([N+](=O)[O-])c2)cc(OC)c1OC	9	2	6	2	1	3	26	3	1
Cc1ccc(NC(CC(=O)c2ccccc2)C(=O)O)cc1Cl (configuration not stated)	-11	3	12	-2	-3	7	-38	-5	2
Cc1ccc(C(=O)Nc2ccc3c4c(cccc24)CC3)cc1[N+](=O)[O-]	0	0	7	0	-6	5	8	-1	6
Cn1ncc(Br)c1C(=O)NC1CCCCC1	8	8	2	3	3	6	-2	1	-1
Cc1oc2c(c1C(=O)NCCCC(=O)O)CCCC2	-1	-3	-6	-3	-1	4	-1	-2	2
NC(=O)C1CCN(CC(=O)NC(=O)NC2CCCC2)CC1	-5	3	0	0	-7	0	-14	-1	2
COc1cccc(-c2nc(CS(=O)(=O)CC(=O)NCCc3ccc(C)cc3)c(C)o2)c1	4	-5	10	-1	-6	11	-30	-1	4
Cc1cc2ncn(C(=O)c3ccc(F)cc3)c2cc1C	-2	-1	2	2	0	-6	-1	-2	3
CCOC(=O)N1CCN(C(=O)COC(=O)c2cc(C)ccc2C)CC1	x	x	2	x	x	3	5	1	1
CC(=O)c1cc2c(cc1NS(=O)(=O)c1ccc3c(c1)OCCO3)OCO2	1	6	-3	3	2	0	14	0	3
Cc1cc(Cl)cc(C)c1OCCNCc1ccccc1	-1	5	2	-1	-5	0	-26	5	4
Cc1cccc(-n2ncc3c(NNC(=O)c4ccco4)ncnc32)c1	-7	4	8	-4	3	0	4	2	-2
C=CCOc1ccc(CN(C)c2ccc(S(=O)(=O)N3CCN(C)CC3)cc2[N+](=O)[O-])cc1	x	11	0	-1	0	13	33	-2	5
CNC(=O)CCc1ccc(OC)cc1	11	-3	4	0	-3	-1	18	1	0
CN1C(C)(C)CCCC1(C)C	2	7	9	3	0	-2	0	0	3
Cc1cc(SCC#N)nc2ccccc12	-7	3	-2	0	2	1	0	-1	1
CCn1c(C(C#N)/C(=N\S(=O)(=O)c2cccs2)c2ccccc2)nc2ccccc21 (configuration not stated)	0	1	-1	1	5	-2	-5	3	2
NC(=O)c1c(NC(=O)C(=O)NCCCN2CCOCC2)sc2c1CCCC2	6	6	0	1	-2	2	8	2	6
Cc1ccccc1-c1ccc(=O)n(CC(=O)Nc2ccc(S(=O)(=O)N(C)C)cc2)n1	-4	-6	8	-5	1	4	-64	-1	7
N=c1scc(-c2ccccc2)n1/N=C/c1ccco1	1	-2	10	-6	-1	3	15	-6	15
C/C(=N\NC(=S)NCc1ccccc1)c1ccc(Cl)s1	-21	-1	2	-4	0	2	5	2	18
O=C(NCc1cccnc1)C1c2ccccc2C(=O)N1C1CCCCCC1 (configuration not stated)	-6	6	11	1	2	5	5	-2	9
O=C(Oc1cccc2cccnc12)c1ccco1	13	5	1	1	1	2	8	-2	4
COc1cccc(C(=O)N2CCC(C(=O)NCc3ccco3)CC2)c1	-4	6	2	-1	1	2	-5	2	3
More entries follow.
SMILES	GSTO1 inh	LYPLA2 inh	PAFAH1B3 FP inh	LYPLA1 counter	PME-1 primary	PAFAH1B2 inh	PREPL inhibitor	PAD4 FP inh	pPAFAH inh
Cc1ccc(C(=O)NNC(=O)CCN2C(=O)C3CCCCC3C2=O)cc1 (configuration not stated)	4	3	0	-1	-1	5	3	1	3
CCNC(=S)NN(c1ccccc1)c1ccccc1	8	-1	-2	3	4	0	-3	1	0
CCOc1ccccc1Nc1nc2ccccc2[nH]1	3	7	6	-5	-3	9	-3	-6	0
CCN(CC)CCn1c(NCc2ccc(OC)cc2)nc2ccccc21	-1	4	0	-2	7	-1	13	2	5
CCc1nccn1S(=O)(=O)c1ccc(Br)cc1Br	12	5	7	-2	-5	1	-2	-1	0
O=C(COC(=O)c1c(Cl)cccc1Cl)Nc1ccccc1Br	3	1	-7	2	-2	4	2	-6	4
NCC(=O)NNC(=O)OCC1c2ccccc2-c2ccccc21	3	-4	2	-1	2	2	-5	2	2
COc1ccc([N+](=O)[O-])cc1NC(=O)Nc1ccc(OC)c(OC)c1	-4	-4	4	-2	7	4	13	-2	9
CC(C)[C@H](N)c1cn([C@@H](CO)C(=O)N2CCNCC2)nn1	2	4	9	3	3	0	3	5	4
Cc1cc(N2C(=O)C(O)=C(C(=O)c3ccc(C)o3)C2c2ccc(OCc3ccccc3)cc2)no1 (configuration not stated)	6	-8	2	-4	10	16	5	-7	21
Cn1ccnc1C(=O)c1ccc(NN)c([N+](=O)[O-])c1	1	4	1	1	7	1	11	-2	8
O=C1N/C(=C\c2ccccc2)c2ccccc21	-2	2	4	-1	5	2	-31	-6	7
Cc1ccc(NCCC(=O)c2ccccc2)cc1Cl	3	2	0	1	-2	1	10	0	0
CC(=O)c1ccc(NC(=O)CCc2nnc3ccc(N4CCC5(CC4)OCCO5)nn23)cc1	-5	-7	1	2	1	1	9	-1	9
CCOC(=O)C1=C(C)OC(N)=C(C#N)C1c1ccc(OC)c(CSc2ccccn2)c1 (configuration not stated)	4	6	-2	2	5	6	1	3	3
Cc1ccc(S(=O)(=O)N2CCCC(C(=O)NCCCN3CCCCC3C)C2)cc1 (configuration not stated)	3	1	-3	-1	-3	-4	13	-5	-2
Cn1nc(C(F)(F)F)c(C(=O)Nc2ccc(F)cc2)c1Cl	-5	-2	7	-2	-3	0	-9	1	-5

Of the compounds above, these have a CF3 group.
SMILES	GSTO1 inh	LYPLA2 inh	PAFAH1B3 FP inh	LYPLA1 counter	PME-1 primary	PAFAH1B2 inh	PREPL inhibitor	PAD4 FP inh	pPAFAH inh
O=C(COC(=O)Cc1cccs1)Nc1ccc(OC(F)(F)F)cc1	-6	0	-7	-2	4	3	0	-2	18
Cn1nc(C(F)(F)F)c(C(=O)Nc2ccc(F)cc2)c1Cl	-5	-2	7	-2	-3	0	-9	1	-5
